# NPR2 activator: GC-B (human) receptor activation. 370,000 compounds, 0.11% hits. HEK293-GC-B cells, CNP EC30, cGMP TR-FRET; 0% at EC30 CNP, 100% saturating CNP. AID 1920062. activation, % at 10 µM. P20594;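 active means activation at 10 µM reaching about 35% in either raw or pattern-adjusted values, limit read from the data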
# hgDAF12 agonist: activates the H. glycines DAF-12 receptor ligand-binding domain; activation, % at 6.8 µM; 370,000 compounds, 1.8% hits; HEK293 GAL4-hgDAF12 UAS-luciferase reporter, agonist luminescence; normalized to butyrate control;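 active means activation above a cutoff set at the mean of all screened compounds plus 3 SD, cut at about 10% in these data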;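 further: 0% = DMSO wells and 100% = sodium butyrate wells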
# GAA850 FXN act: increases GAA850 frataxin promoter reporter activity; HEK293 lucGAA850 FXN promoter luciferase reporter, 24 h; percent of 10 µM SAHA response; activation, % at 6 µM; 360,000 compounds, 0.56% hits;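 active means activation above the average of all compounds screened plus 3 SD, cutoff fixed separately per campaign, cut at about 7.5% in these data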;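 further: 0% = DMSO wells and 100% = 10 µM SAHA wells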
# SMARCA2 act: activators of SMARCA2 function. MG213 cells, MMTV-luciferase reporter, dexamethasone, overnight. activation, % at 9.1 µM. 370,000 compounds, 1% hits. AID 652017; in the data active means activation above about 7.8%;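 further: 0% = vehicle wells and 100% = reference activator wells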
# DAX1 inh-1: NR0B1 (DAX1) inhibition; P51843; HEK293 Gal4-DAX1 luciferase reporter, luminescence; inhibition, % at 6.75 µM; 340,000 compounds, 0.99% hits; AID 504766;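 active means inhibition above the mean over all tested compounds plus 3 SD, cut at about 4.2% in these data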;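 further: 0% = DAX1-transfected cells with DMSO and 100% = empty-vector control cells with DMSO; inhibition shows as a rise in luminescence from relieved DAX1 repression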
# Target sequence (P51843 207-470 limits assumed): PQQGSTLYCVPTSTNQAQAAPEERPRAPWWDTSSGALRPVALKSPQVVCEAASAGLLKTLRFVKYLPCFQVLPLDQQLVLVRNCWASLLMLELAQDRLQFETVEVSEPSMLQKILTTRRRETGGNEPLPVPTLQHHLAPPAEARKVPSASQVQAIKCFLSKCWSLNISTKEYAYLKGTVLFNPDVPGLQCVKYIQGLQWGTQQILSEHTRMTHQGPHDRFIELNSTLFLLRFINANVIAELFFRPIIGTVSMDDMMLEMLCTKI
# GC-A act: GC-A (human) enzyme activation | activation, % at 10 µM | HEK293 GC-A cells, cGMP TR-FRET, EC30 ANP; 0% at EC30 ANP, 100% saturating ANP | P16066 | 370,000 compounds, 0.14% hits; in the data active means activation above about 40%
# DAX1 inh-2: inhibitors of DAX1 repression of SF-1 activated StAR promoter | HEK293T StAR-luciferase reporter, SF-1/DAX-1 repression relief | inhibition, % at 6.8 µM | 370,000 compounds, 1.1% hits | AID 652010;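 active means inhibition above the mean over all tested compounds plus 3 SD, cut at about 3.6% in these data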;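 further: 0% = DAX-1 cells with DMSO and 100% = cells lacking DAX-1 with DMSO; higher inhibition means more luminescence from relief of DAX-1 repression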
# KLK7 zymogen act: proKLK7 (human) activation, primary screen. 370,000 compounds, 0.9% hits. purified proKLK7, EDANS-DABCYL substrate fluorescence; 100% is mature enzyme control, 0% vehicle. AID 652039. activation, % at 7 µM. P49862;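 active means activation above the mean of all tested compounds plus 3 SD, computed per campaign excluding outliers beyond control limits, cut at about 13% in these data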
# Target sequence (P49862 whole entry, looked up): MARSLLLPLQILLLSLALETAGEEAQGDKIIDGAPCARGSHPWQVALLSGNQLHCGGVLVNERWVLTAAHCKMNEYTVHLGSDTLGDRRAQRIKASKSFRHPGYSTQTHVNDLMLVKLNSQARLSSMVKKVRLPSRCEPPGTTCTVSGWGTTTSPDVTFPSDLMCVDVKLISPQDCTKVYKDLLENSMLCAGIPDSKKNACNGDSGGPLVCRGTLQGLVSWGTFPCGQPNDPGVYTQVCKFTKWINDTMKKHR
# HGIII-sPLA2 inh: Blocks human group III sPLA2 activity | Q9NZ20 | QFRET BODIPY PC-A2 liposome hydrolysis, fluorescence | inhibition, % at 12.2 µM | 370,000 compounds, 0.56% hits | AID 743126;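 active means inhibition above mean plus 3 SD of compounds lying within the high and low control bounds, cut at about 19% in these data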;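 further: 0% = median of test compound wells and 100% = no enzyme DMSO wells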
# Target sequence (Q9NZ20 whole entry, looked up): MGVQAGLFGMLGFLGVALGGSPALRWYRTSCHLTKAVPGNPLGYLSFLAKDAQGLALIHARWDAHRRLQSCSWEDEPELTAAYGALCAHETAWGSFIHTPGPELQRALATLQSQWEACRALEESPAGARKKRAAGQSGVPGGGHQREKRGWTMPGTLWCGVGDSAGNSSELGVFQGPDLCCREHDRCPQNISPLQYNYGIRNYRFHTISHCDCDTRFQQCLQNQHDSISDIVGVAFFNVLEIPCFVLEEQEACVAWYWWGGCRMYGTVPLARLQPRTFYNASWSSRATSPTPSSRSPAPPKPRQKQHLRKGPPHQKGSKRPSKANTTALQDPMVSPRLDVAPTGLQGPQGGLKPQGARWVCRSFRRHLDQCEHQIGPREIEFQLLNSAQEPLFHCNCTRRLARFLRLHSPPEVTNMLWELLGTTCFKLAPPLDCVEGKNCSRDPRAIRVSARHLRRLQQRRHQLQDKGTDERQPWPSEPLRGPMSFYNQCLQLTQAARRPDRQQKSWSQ
# ssDAF-12 act: activators of S. stercoralis DAF-12 nuclear receptor | 370,000 compounds, 1% hits | activation, % at 6.8 µM | HEK293 ssDAF-12/GRIP1 lit1-tk-luc reporter, luminescence; % of 3 µM dafachronic acid response | AID 652126;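 active means activation above the mean over all tested compounds plus 3 SD, cut at about 0.9% in these data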;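 further: 0% = DMSO-only wells and 100% = 3 µM delta7-dafachronic acid wells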
# hcDAF12 agonist: activates DAF-12 receptor from parasite H. contortus | HEK293 hcDAF-12 lit1-tk-luc reporter, luminescence; 0% DMSO, 100% Δ7-dafachronic acid | activation, % at 6.8 µM | 370,000 compounds, 1.4% hits | AID 652067;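 active means activation above the mean of all tested compounds plus 3 SD, cut at about 5.5% in these data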;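 further: 100% = response to 3 µM Δ7-dafachronic acid high control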
# * hit, by the source's call; x = not tested or not shown.
SMILES,NPR2 activator,hgDAF12 agonist,GAA850 FXN act,SMARCA2 act,DAX1 inh-1,GC-A act,DAX1 inh-2,KLK7 zymogen act,HGIII-sPLA2 inh,ssDAF-12 act,hcDAF12 agonist
CN1CCCCC(NC(=O)c2ccc3ccccc3c2)C1=O (stereo unspecified),-1.6,10.6*,x,6.6,x,2.8,1.1,-0.1,2.3,-0.6,1.4
COc1ccc(OCCNC(=O)c2ccc3nc(C)c(N(C)C(=O)CCc4ccccc4)n3c2)cc1,0.3,-14.5,-0.8,-4.2,x,0.1,-6.7,0.0,6.5,-2.7,-5.8
CCc1cc(C(=O)N2CCCC(CCC(=O)NCc3cccc(OC)c3)C2)no1 (stereo unspecified),6.7,-1.4,-0.2,-1.5,0.6,3.7,-0.3,0.6,2.3,-1.1,-1.4
OC[C@H]1O[C@@H](c2nc(-c3cccc4ccccc34)no2)[C@H](O)[C@@H]1O,3.1,12.8*,4.5,1.5,x,1.7,1.2,0.2,1.1,-0.5,0.9
CCCCN1CC(O)=C(c2nc(-c3ccc(Br)cc3)cs2)C1=N,4.3,0.1,2.0,-1.2,-0.6,1.4,0.0,-0.1,2.3,-1.7,-1.2
COc1cc(/C=N/NC(=O)c2cc3ccccc3[nH]2)ccc1O,-9.4,8.7,-0.5,-3.1,-1.7,-9.3,-1.0,1.6,-7.0,-1.3,-0.4
COC(=O)N=Nc1c(O)n(Cc2ccccc2)c2ccccc12,-1.7,-0.6,2.7,-0.5,2.9,2.7,-0.2,1.0,5.8,-1.1,-0.7
COc1ccccc1-c1cc2nc(C)cc(C)n2n1,-3.5,0.3,-0.7,-1.0,x,2.3,-0.1,0.2,-0.8,-1.6,0.9
C[C@@H]1COc2cccc(N(C)CCO)c2S(=O)(=O)N1,-2.0,5.3,x,2.9,x,2.6,2.7,0.5,-2.1,-1.3,1.0
Cc1cccc(NC(=O)C2CCN(S(=O)(=O)c3ccc4c(c3)C(C)(C)C(=O)N4C)CC2)c1C,2.3,3.4,0.3,-2.6,1.6,0.1,-0.3,-0.3,2.0,0.1,-2.1
CN(CCO)c1ccc(-c2nn(C)c(=O)c3ccccc23)cc1[N+](=O)[O-],-7.5,-0.8,1.8,2.5,2.4,0.3,-0.5,-0.1,-0.3,-2.2,-0.1
COc1ccc(NC(=O)Cn2nc(C)c3ccccc3c2=O)cc1,3.1,1.6,1.5,1.9,0.0,1.9,0.2,-0.5,-0.1,-1.5,2.0
CCCCC(=O)Nc1ccccc1Oc1ccccc1,-2.2,-0.3,0.3,-2.6,-0.5,-3.7,0.2,0.2,2.6,-1.6,0.2
CC(C)Sc1nc(N2CCOCC2)c2c(c1C#N)CC(C)(C)SC2,3.2,-0.2,0.1,5.1,-0.6,13.8,-0.2,-0.2,-0.3,-1.2,1.2
COc1ccccc1NS(=O)(=O)c1cc(NC(=O)c2cc[n+]([O-])cc2)ccc1N1CCCC1,-0.2,-2.2,1.1,-0.3,-0.4,-3.8,0.1,0.7,-2.5,-1.1,-3.1
O=C(Cc1ccc(NC2=NC3CS(=O)(=O)CC3S2)cc1)NCc1ccccc1 (stereo unspecified),4.6,-2.0,0.1,-2.4,0.6,-2.5,1.0,0.5,13.3,-0.9,-0.8
CCOc1ccc(NC(=O)NNC(=O)c2ccc(CC)s2)cc1,2.8,-4.3,1.7,-3.1,3.6,-0.2,-0.6,0.0,2.2,0.0,1.2
COc1cccc(N2CCN(C3CC(=O)N(c4ccc(F)c(Cl)c4)C3=O)CC2)c1 (stereo unspecified),0.1,-2.8,-0.2,-4.6,0.2,-2.8,-0.1,0.2,-15.0,-0.6,-0.8
CCOC(=O)c1[nH]cnc1C(=O)Nc1ccc(Cl)cc1,-8.4,-1.1,2.5,-3.2,0.9,8.1,1.1,0.3,-16.8,-1.6,-0.5
COC(=O)Nc1ccc2c(c1)OCO2,0.6,4.7,0.0,1.5,0.3,-0.5,0.6,0.0,8.3,-1.3,-0.3
CCOc1ccc(C(C)NC(=O)c2ccc3c(c2)NC(=O)C(C)S3)cc1OCC (stereo unspecified),-1.9,-2.5,2.0,4.3,-0.7,1.1,-1.9,-0.4,-8.6,-1.1,0.7
Cc1ccc(CN2CCc3[nH]c(=O)[nH]c(=O)c3C2)cc1,-6.1,1.0,0.2,-1.0,0.6,0.8,0.0,0.5,3.6,-0.9,0.0
COc1cc(NC(=O)c2cccnc2SC)cc(OC)c1,-1.2,3.0,1.0,0.9,0.4,-0.7,-0.1,-0.4,1.7,-1.1,-0.2
COc1ccc(CNC(=O)c2cccc(N3CCCC3=O)c2)cc1,3.7,1.7,-2.1,-3.4,0.2,-1.6,0.3,-0.2,1.0,1.2*,-1.7
CCCNC(=O)c1ccc(N2CCC3(CC2)CC(c2ccccc2)=NO3)c(NC(=O)c2ccco2)c1,3.4,-5.9,-5.4,-1.3,-1.6,-7.6,-2.3,-0.7,13.1,-1.9,-4.4
CCc1nnc(N2C(=O)c3ccc(Oc4ccc([N+](=O)[O-])cc4)cc3C2=O)s1,-3.6,-1.8,-1.5,-1.7,1.4,30.5,1.1,-0.1,-0.8,-0.9,-1.3
CCOCCCNC(=O)CN1C(=O)CSc2ccc(S(=O)(=O)N3CCOCC3)cc21,-1.8,-0.2,-0.7,-2.2,0.2,2.4,-0.1,0.4,3.4,-1.3,0.8
Cc1occc1-c1nnc(SCC(=O)N2CCN(c3ncccn3)CC2)n1-c1ccccc1,-1.6,-1.9,x,-0.4,x,-3.1,-1.2,0.4,1.0,-1.3,-1.6
CN1[C@@H](COCc2ccccc2)C=CS1(=O)=O,0.0,1.6,x,-4.0,x,-0.3,0.8,-0.2,7.2,-1.1,0.0
COC(=O)[C@]12C[C@H](CC(=O)NCCCN3CCCC3=O)C(=O)N(CCc3ccc(OC)c(OC)c3)C1=C[C@H](C(C)C)O[C@@H]2C1CC1,-0.3,-1.2,x,-0.5,x,-1.8,-0.1,-0.4,-1.6,-1.1,-2.8
CCn1c(=S)sc2c(=O)n(-c3ccccc3)c(SC)nc21,-4.0,-0.3,-0.9,4.7,-1.2,1.6,-1.3,0.3,2.2,-0.8,-2.1
Cc1ccc(S(=O)(=O)N2CCC(C(=O)N3CCN(c4ccccn4)CC3)CC2)cc1,-6.8,0.0,-1.3,0.9,0.2,-5.2,1.0,0.2,-3.9,-0.7,-1.5
COc1ccc(C(=O)CSc2nnc(Cn3cnc4ccccc43)o2)cc1,-5.3,-8.4,-5.6,-6.1,-5.3,0.4,-3.7,-0.6,-30.5,-2.2,-4.3
O[C@H](COc1ccc(C(F)(F)F)cc1)CN1CCC(C(O)(c2ccccc2)c2ccccc2)CC1,-5.5,-2.2,x,-4.8,x,-7.3,1.8,0.1,-17.6,-1.4,-0.6
O=C(NCCN1CCOCC1)C(=O)NCc1ccco1,0.8,3.0,2.8,0.9,0.0,-3.9,-0.5,0.3,-4.2,-1.2,-1.1
CN1CCN(c2ccc(NC(=O)COc3ccc4ccccc4c3)cc2)CC1,3.9,1.7,0.1,-0.8,-1.9,3.3,-0.4,-0.2,-6.3,-0.8,-3.0
COc1cccc(C(=O)N2CCCC(c3nc(-c4cccs4)no3)C2)c1 (stereo unspecified),-0.8,0.5,-2.8,6.6,-1.4,0.8,-1.0,0.5,-0.3,-1.9,-1.1
O=C(NCc1cccnc1)c1ccc(NS(=O)(=O)c2cccc([N+](=O)[O-])c2)cc1,-5.5,1.7,0.3,2.9,1.6,2.8,-1.2,0.6,-5.4,-0.3,-0.8
Clc1ccc(-n2ncc3c(N4CCCCCC4)ncnc32)cc1,0.1,-19.5,-14.0,-6.4,-1.3,8.2,-6.1,0.4,5.6,-3.3,-8.0
O=C(NCc1ccccc1C(F)(F)F)C12CN(Cc3ccccc3)CC1C(c1ccc([N+](=O)[O-])cc1)=NO2 (stereo unspecified),0.4,-1.2,1.5,0.5,-0.2,-1.3,-0.1,-1.2,0.8,-0.9,-1.4
NC(=O)NC(Cc1ccccc1)C(=O)NCC1(N2CCCCC2)CCCCC1 (stereo unspecified),0.6,2.1,0.9,-0.8,2.3,1.7,0.4,0.8,4.4,-1.1,-1.6
Cc1c(NC(=O)COC(=O)C2(c3ccccc3F)CCCC2)c(=O)n(-c2ccccc2)n1C,6.6,-0.9,0.8,-1.3,0.7,2.5,-0.2,-0.6,0.7,-0.5,1.6
O=C(Nc1ccc2c(c1)OCO2)C1CCN(S(=O)(=O)c2cccc3cccnc23)CC1,-9.7,-0.7,0.6,-2.0,0.3,-1.7,0.0,-0.2,-2.0,-0.6,0.1
CCC(C)NC(=O)c1c(F)c(F)c(F)c(F)c1F (stereo unspecified),5.6,1.1,2.6,0.0,1.5,3.0,-0.2,0.2,-0.1,-0.3,-0.9
S=c1[nH]c2ccc(Cl)cc2[nH]1,-1.7,-0.3,2.8,-0.1,0.1,1.1,0.4,-0.4,0.8,0.2,1.2
CC1CN(CCOc2ccccc2C(C)C)CC(C)O1 (stereo unspecified),-1.8,-1.2,2.4,-1.4,0.9,-1.3,0.0,0.0,-3.0,-0.9,-1.1
CN(CC(=O)Nc1ccc(F)cc1)C(=O)CN1C(=O)NC2(CCCCC2)C1=O,-0.4,0.7,0.4,-1.7,0.6,6.4,0.0,0.1,3.6,-1.0,0.8
CCSc1nc2c(c(=O)n1CC)SC(C)C2 (stereo unspecified),5.9,-0.1,-0.4,-0.5,0.0,10.7,-0.3,-0.6,0.2,-1.5,-1.9
O=C(C=Cc1ccccc1)CC(c1ccccc1)N1CCOCC1 (stereo unspecified),-2.7,-4.6,7.8*,8.8*,0.0,2.4,-2.5,-1.0,3.1,-1.8,-0.2
CC(=O)Nc1cccc(/C(C)=N/NC(=O)c2ccc(NS(=O)(=O)c3cccs3)cc2)c1,4.0,2.7,1.5,-0.8,0.9,-0.5,1.1,-0.8,-11.9,-1.3,-0.2
Cc1cccc(C)c1NC(=O)CN1CCN(C(=O)CCC(=O)N2CCC(c3ccccc3)=N2)CC1,4.8,1.0,-0.2,-0.9,1.8,1.9,-1.1,-0.1,2.1,-1.6,0.9
CCCCNC(=O)c1nc(-c2cccnc2)oc1-c1ccc(OC(F)(F)F)cc1,3.3,-0.7,x,-5.1,x,-0.5,1.2,0.6,2.9,-0.7,0.2
CCN(CC)C(=O)C1=C(C)N(CCC2=CCCCC2)C(=O)C(CC(=O)NCc2cccs2)C1 (stereo unspecified),-1.8,-0.6,-0.7,-3.3,2.0,2.1,-0.4,0.4,3.0,-0.7,0.5
Cc1ccc(C)c(OCc2nnc(SCC(=O)NCc3ccc4c(c3)OCO4)o2)c1,-4.1,-4.0,-0.5,-2.3,-1.3,-2.6,-0.3,0.2,-7.9,-2.2,-0.7
CCC(Oc1ccc(Cl)cc1)C(=O)N1CC(=O)Nc2ccccc21 (stereo unspecified),-8.9,-2.6,1.5,-2.6,-0.1,-11.0,0.7,0.2,11.2,-1.4,0.7
